From PubChem BioAssay
CRFR2-BP antag = antagonists of CRF-binding protein/CRF-R2 receptor complex; HEK293 CRF-R2/CRF-BP, CRF-induced calcium fluorescence; inhibition, % at 11.8 µM; hit rate 0.59% among 350,000;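 active means inhibition of the ligand-induced calcium signal above about 50% at the single tested concentration, limit read from the data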
M4 ag = agonists of human muscarinic M4 receptor (CHRM4); CHO-K1 hM4/Gqi5, Fluo-8 calcium fluorescence; vehicle 0%, full acetylcholine response 100%; activation, % at 3 µM; P08173; hit rate 0.14% among 360,000;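 active means activation above the run mean over all test wells plus 3 SD, cut at about 32% in these data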;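 further: peak over basal fluorescence ratio per well then scaled between controls; 0% = DMSO wells and 100% = acetylcholine at EC100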
Target sequence (P08173 whole entry, looked up): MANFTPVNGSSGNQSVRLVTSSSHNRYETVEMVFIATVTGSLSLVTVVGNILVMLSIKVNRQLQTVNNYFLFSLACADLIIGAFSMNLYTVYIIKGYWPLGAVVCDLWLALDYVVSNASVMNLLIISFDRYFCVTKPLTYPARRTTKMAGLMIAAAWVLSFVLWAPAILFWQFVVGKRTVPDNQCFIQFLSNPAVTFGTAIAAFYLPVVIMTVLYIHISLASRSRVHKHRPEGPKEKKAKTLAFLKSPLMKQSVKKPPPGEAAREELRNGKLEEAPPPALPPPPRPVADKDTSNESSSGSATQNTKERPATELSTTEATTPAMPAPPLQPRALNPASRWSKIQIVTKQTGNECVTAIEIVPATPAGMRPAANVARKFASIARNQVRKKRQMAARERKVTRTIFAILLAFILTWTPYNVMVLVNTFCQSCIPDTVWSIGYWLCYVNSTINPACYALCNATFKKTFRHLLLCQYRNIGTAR
M4 antag = CHRM4 antagonism in calcium assay | P08173 | CHO-hM4 cells, ACh EC80, Fluo-8 calcium fluorescence | hit rate 0.73% among 360,000 | inhibition, % at 3 µM;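 active means inhibition above its plate's cutoff, the mean inhibition of sample wells plus 3 SD, cut at about 27% in these data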;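 further: 0% = acetylcholine EC80 with DMSO and 100% = DMSO without agonist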
IDE cell inh = inhibitors of human insulin-degrading enzyme in cells. P14735. HEK cells, FAbetaB cleavage, fluorescence polarization. inhibition, % at 5.59 µM. hit rate 0.41% among 320,000. AID 434962;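 active means percent inhibition above the average of all tested compounds plus 3 SD, set per screening campaign, cut at about 16% in these data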;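 further: IDE supplied by intact live HEK cells; FP after avidin binding of uncleaved biotin substrate so inhibition keeps polarization high; 0% = DMSO wells and 100% = 60 µM reference IDE inhibitor Ii1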
CHRM4 PAM = potentiates acetylcholine response at human M4 receptor; activation, % at 3 µM; hit rate 0.4% among 360,000; AID 624126; CHO-K1 hM4/Gqi5, Fluo-8 calcium fluorescence, ACh EC20; 0% = ACh EC20, 100% = maximal ACh;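 active means activation above its plate's cutoff, the mean activation of sample wells plus 3 SD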; further: some results filed as inactive read as strong as hits
M5 PAM = CHRM5 positive allosteric modulation; hit rate 0.3% among 360,000; activation, % at 3 µM; P08912; AID 624038; CHO-K1 hM5, Fluo-8 calcium, ACh EC20 PAM; 0% = ACh EC20, 100% = ACh EC100;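 active means activation above the run cutoff, the mean activation of all test compounds plus 3 SD, cut at about 18% in these data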
Target sequence (P08912 whole entry, looked up): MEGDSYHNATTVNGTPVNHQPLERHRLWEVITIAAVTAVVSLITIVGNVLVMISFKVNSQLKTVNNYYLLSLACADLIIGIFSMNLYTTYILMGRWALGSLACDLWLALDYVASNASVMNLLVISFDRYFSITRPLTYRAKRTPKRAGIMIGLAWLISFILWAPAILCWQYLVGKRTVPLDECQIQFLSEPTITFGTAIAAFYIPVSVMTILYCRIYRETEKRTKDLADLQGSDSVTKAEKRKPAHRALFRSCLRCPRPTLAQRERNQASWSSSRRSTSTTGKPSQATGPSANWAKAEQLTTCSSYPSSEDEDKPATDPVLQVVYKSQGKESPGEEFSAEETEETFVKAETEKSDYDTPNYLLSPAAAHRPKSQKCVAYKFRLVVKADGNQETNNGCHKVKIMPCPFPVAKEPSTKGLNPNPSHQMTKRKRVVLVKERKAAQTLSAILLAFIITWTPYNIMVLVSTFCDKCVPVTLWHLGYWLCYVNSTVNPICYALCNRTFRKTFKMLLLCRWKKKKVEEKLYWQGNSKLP
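System: CHO-K1 cell line with stable human muscarinic M5 receptor expression | Also added: EC20 acetylcholine as agonist stimulus | Compound: One concentration, 3 µM final (nominal) | Timing: Fluo-8 loading 80 min at 37 °C plus 30 min room temperature | Measured by: Fluo-8 calcium dye fluorescence, kinetic read | Read-out basis: % activation, ACh-normalized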
CRFR2-BP ag = CRF-BP/CRF-R2 complex agonism. HEK293 CRF-R2/CRF-BP, calcium dye fluorescence (FLIPR); percent of saturating CRF peptide response. activation, % at 13.2 µM. hit rate 0.46% among 350,000;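 active means activation of at least 50%, plus an integration ratio under a set limit after plate pattern correction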;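 further: plate controls were neutral control wells without compound for no effect and CRF at EC100 for full effect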
M5 ag = agonists of human muscarinic M5 receptor (CHRM5); hit rate 0.19% among 360,000; CHO-K1 hM5 cells, Fluo-8 calcium fluorescence; 0% DMSO wells, 100% maximal acetylcholine response; activation, % at 3 µM; P08912; AID 624037;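 active means activation above the run's mean over test compounds plus 3 SD, cut at about 23% in these data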;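 further: signal is peak over basal fluorescence ratio across the kinetic read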
CHRM5 antagonist = blocks acetylcholine activation of human M5 receptor; CHO-hM5 cells, Fluo-8 calcium fluorescence, ACh EC80; inhibition, % at 3 µM; hit rate 0.59% among 360,000;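 active means inhibition above a per-plate cutoff, the mean of that plate's test compounds plus 3 SD, cut at about 27% in these data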;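 further: 0% = acetylcholine EC80 with DMSO and 100% = DMSO without agonist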
* hit, by the source's call; . = not tested or not shown.

SMILES	CRFR2-BP antag	M4 ag	M4 antag	IDE cell inh	CHRM4 PAM	M5 PAM	CRFR2-BP ag	M5 ag	CHRM5 antagonist
COc1ccc(-c2nc(N)n(C(=O)c3cccs3)n2)cc1	6	2	-5	2	-3	-2	0.1	2	-5
O=C(c1ccc([N+](=O)[O-])cc1)N1CCc2ccccc21	9	0	-2	3	4	8	-2.8	-10	-4
CCOC(=O)c1ccc(NC(=S)NCCc2ccc(OC)c(OC)c2)cc1	2	11	-3	2	-20	-12	4.8	7	-1
CCn1c(SCC(=O)OC(C)C)nnc1-c1ccccc1OC	-2	4	-6	-6	4	10	-0.7	-1	1
Cc1ncc([N+](=O)[O-])n1CC(=O)Nc1ccc(F)cc1	0	1	4	-2	-5	-3	0.3	-2	11
C=CCn1nnnc1-c1cc(Cl)cc(Cl)c1	28	0	-5	-3	5	-4	0.0	-3	7
O=C(NC1(C(F)(F)F)NC(=O)N(Cc2cccnc2)C1=O)c1ccc(F)cc1 (configuration not stated)	24	0	2	8	-1	0	-1.0	-1	4
Cc1ccccc1OCCC(=O)Nc1cc(S(=O)(=O)N2CCCCC2)ccc1N1CCN(C)CC1	-37	56*	21	.	-9	-5	68*	13	7
CC(C)c1ccc(NC(=O)N2CCC(c3nc4ccccc4o3)CC2)cc1	-21	9	-2	8	-5	-11	-1.0	0	-2
O=C(Nc1ccc([N+](=O)[O-])cc1)Nc1ccc2[nH]c(=O)[nH]c2c1	16	1	3	-2	3	1	-2.0	2	6
CC1=C(C)CC(C(=O)NC2CCN(C(C)C)CC2)C(C(=O)O)C1 (configuration not stated)	5	1	24	1	-13	-14	2.1	-8	37*
CCn1c2ccccc2c2nnc(SCCCn3c(=O)[nH]c4ccccc43)nc21	-46	2	-11	2	0	3	0.0	2	-8
COc1ccc(NC(=S)N2CCN(c3ncccn3)CC2)c(OC)c1	2	0	-2	10	18	1	-0.5	0	9
CCN1CCc2c(OCC(=O)Nc3cccc(C)c3)cccc2C1=O	6	9	-4	-4	0	-6	-0.5	5	16
CCOC(=O)CN1C(=O)N[C@@H](CCc2ccccc2)[C@@H](C(=O)OC)[C@H]1C	-9	4	-21	1	13	10	-0.2	-2	0
COc1ccc(CCn2c(N)cc(=O)[nH]c2=O)cc1OC	-12	1	-1	-1	0	4	-0.4	1	-2
O=C(NCc1ccco1)c1ccc(-c2ccc(F)c(F)c2)c2ccoc12	.	0	-10	.	4	-3	.	-2	10
CC(=O)Nc1sc(N/N=C\c2ccco2)nc1-c1cccs1	3	2	21	-12	2	3	-2.2	1	2
CN(C)c1ccc(/C=N/NC(=O)c2nnn(-c3nonc3N)c2COc2ccc(F)cc2)cc1	-9	6	-5	-4	-5	2	4.1	5	5
OCCN1CCN(CC(O)COc2ccc(-c3ccccc3)cc2)CC1 (configuration not stated)	24	3	1	9	0	6	-0.9	-4	1

14 neighbouring records out of the list so far:
SMILES	CRFR2-BP antag	M4 ag	M4 antag	IDE cell inh	CHRM4 PAM	M5 PAM	CRFR2-BP ag	M5 ag	CHRM5 antagonist
COc1ccc(-c2nc(N)n(C(=O)c3cccs3)n2)cc1	6	2	-5	2	-3	-2	0.1	2	-5
O=C(c1ccc([N+](=O)[O-])cc1)N1CCc2ccccc21	9	0	-2	3	4	8	-2.8	-10	-4
CCOC(=O)c1ccc(NC(=S)NCCc2ccc(OC)c(OC)c2)cc1	2	11	-3	2	-20	-12	4.8	7	-1
CCn1c(SCC(=O)OC(C)C)nnc1-c1ccccc1OC	-2	4	-6	-6	4	10	-0.7	-1	1
Cc1ncc([N+](=O)[O-])n1CC(=O)Nc1ccc(F)cc1	0	1	4	-2	-5	-3	0.3	-2	11
C=CCn1nnnc1-c1cc(Cl)cc(Cl)c1	28	0	-5	-3	5	-4	0.0	-3	7
O=C(NC1(C(F)(F)F)NC(=O)N(Cc2cccnc2)C1=O)c1ccc(F)cc1 (configuration not stated)	24	0	2	8	-1	0	-1.0	-1	4
Cc1ccccc1OCCC(=O)Nc1cc(S(=O)(=O)N2CCCCC2)ccc1N1CCN(C)CC1	-37	56*	21	.	-9	-5	68*	13	7
CC(C)c1ccc(NC(=O)N2CCC(c3nc4ccccc4o3)CC2)cc1	-21	9	-2	8	-5	-11	-1.0	0	-2
O=C(Nc1ccc([N+](=O)[O-])cc1)Nc1ccc2[nH]c(=O)[nH]c2c1	16	1	3	-2	3	1	-2.0	2	6
CC1=C(C)CC(C(=O)NC2CCN(C(C)C)CC2)C(C(=O)O)C1 (configuration not stated)	5	1	24	1	-13	-14	2.1	-8	37*
CCn1c2ccccc2c2nnc(SCCCn3c(=O)[nH]c4ccccc43)nc21	-46	2	-11	2	0	3	0.0	2	-8
COc1ccc(NC(=S)N2CCN(c3ncccn3)CC2)c(OC)c1	2	0	-2	10	18	1	-0.5	0	9
CCN1CCc2c(OCC(=O)Nc3cccc(C)c3)cccc2C1=O	6	9	-4	-4	0	-6	-0.5	5	16

New compounds follow:
SMILES	CRFR2-BP antag	M4 ag	M4 antag	IDE cell inh	CHRM4 PAM	M5 PAM	CRFR2-BP ag	M5 ag	CHRM5 antagonist
CCOC(=O)c1cc(S(=O)(=O)NCCc2ccc(OC)c(OC)c2)cn1C	0	4	-1	-2	3	1	-1.5	0	-3
COCCSc1ccccc1C(=O)N1CCN(Cc2ccccc2)CC1	3	0	-5	0	-3	1	-2.5	-2	14
COc1ccc(S(=O)(=O)N(C)c2ccc(C(=O)N3CCOCC3)cc2)cc1OC	-10	4	-3	-2	-2	-6	0.0	5	-1
CCCCOc1ccc(/C(O)=C2/C(=O)C(=O)N(Cc3cccnc3)C2c2ccncc2)c(C)c1 (configuration not stated)	-12	0	-7	0	13	-3	0.4	-2	-2
N=c1n(CC(=O)c2ccc(Br)s2)c2ccccc2n1Cc1ccccc1	-46	11	-1	-2	-8	-2	3.6	4	12
Cc1cc(C(=O)COC(=O)c2n[nH]c(=O)c3ccccc23)c(C)n1C	-6	-1	14	-2	-3	6	-1.0	3	-2
COc1cccc(-c2ccc3c(N)c(C(=O)NC4CC4)sc3n2)c1	6	5	-5	-1	25	6	-1.0	-2	3
CCOc1ccc(NC(=O)c2sc3nc(C)nc(N4CCOCC4)c3c2C)cc1	-2	4	5	1	-4	0	-1.9	0	6
Cc1cc(C(C)(C)C)cc(S(=O)(=O)NCCc2ccncc2)c1C	-21	2	8	4	-1	-1	-0.9	-1	10
Cc1ccc(NC(=O)c2ccc(C)c(NC3=NC4CS(=O)(=O)CC4S3)c2)cc1C (configuration not stated)	-38	0	-6	2	1	-1	-0.9	-1	2
Cc1ccc(Cn2cnc3sc4c(c3c2=O)CCC4)c(C)c1	-19	-1	-10	7	12	-1	2.9	-4	-3
O=C(Nc1ccccc1)C1Cc2c(-c3ccccc3Oc3ccccc3)ccnc2O1 (configuration not stated)	.	1	-4	.	-1	-3	.	-1	4
Cc1c(CC(=O)O)c(=O)oc2cc(OCc3ccc(F)cc3F)ccc12	0	0	-5	5	6	3	-1.9	-3	3
Cc1cccc(OCCC(=O)OCC(=O)Nc2c(C)nn(-c3ccccc3)c2C)c1	16	23	-13	10	-1	-20	-3.1	4	10
CS(=O)(=O)N1CCCCC1c1cc(C(=O)Nc2ccccc2Cl)no1 (configuration not stated)	.	2	-16	.	4	-1	.	-1	4
Cc1ccc(C(=O)COC(=O)c2nc3nccc(C)n3n2)c(C)c1	4	3	0	-2	7	4	-0.3	5	2
Fc1ccc(Oc2nnnn2-c2ccccc2)cc1	1	0	-23	2	0	0	-0.6	-2	-3
CCNC(=O)C1(C)CCN(C(=O)c2ccc(C(=O)OC)cc2)C1 (configuration not stated)	.	0	3	.	0	0	.	1	3
O=C(COC(=O)c1ccc(F)cc1)NCc1ccc(F)cc1	4	3	1	-1	5	18	-0.9	-3	-3
CCOC(=O)c1cccnc1SCC(=O)N(CC)c1cccc(C)c1	11	0	0	3	-6	-6	-1.1	-2	6
CC1=C(C(=O)N2CCCCCC2)CC(CC(=O)NCCN2CCOCC2)C(=O)N1CCCN1CCCC1=O (configuration not stated)	.	1	2	.	-1	-6	.	0	13
O=C(CCl)Nc1sccc1C(=O)c1ccccc1	5	-1	3	3	0	8	27	2	5
Cc1noc(C)c1CSCC(=O)Nc1cc(C(F)(F)F)ccc1N1CCOCC1	2	0	15	-4	-1	3	1.0	-2	1
CCOCCCNC(=O)C(NC(=O)c1ccc(NC(C)=O)cc1)c1ccccc1 (configuration not stated)	15	1	4	0	-4	1	-2.1	-3	-1
CC(=O)c1ccc(NC(=S)Nc2ccc(N3CCOCC3)cc2)cc1	-5	2	-4	-4	-4	7	-0.5	3	0
O=C1Nc2ccccc2C1Cc1ccccc1 (configuration not stated)	4	2	-6	0	6	2	-0.9	4	0
CCOc1ccccc1NC(=O)CSc1ncnc2c1oc1ccccc12	-33	0	2	6	0	-1	4.8	0	-9
CCOc1cc(NC(=S)NC)c(OCC)cc1NC(=O)c1ccc(OC)cc1	-2	1	0	-1	-4	-4	-2.7	-1	1
Cn1c(N)c(C(=O)COC(=O)c2ccc(Br)o2)c(=O)n(C)c1=O	9	2	-8	2	0	0	-2.0	0	-1
Cc1c(CN2CCC(n3nccc3NC(=O)C3CCOC3)CC2)[nH]c2ccccc12 (configuration not stated)	-7	1	11	.	-5	0	-0.4	0	3
Cc1ccc(C(=O)Nc2ccc3c(c2)OCCO3)c(C)c1	19	0	5	-2	-4	0	-0.6	1	7
O=C(COC(=O)c1ccccc1)NC1CCCCCC1	1	1	-7	0	8	0	-0.6	2	10
COC(=O)CSC1=C(C#N)C(c2ccc(C(C)C)cc2)CC(=O)N1 (configuration not stated)	8	1	1	4	-3	-6	-2.6	2	5
Cc1cc(C)cc(NC(=O)N2CCCN(c3c(Cl)cncc3Cl)CC2)c1	-14	0	3	-1	10	9	-6.2	0	7
N#Cc1cc(-c2ccccc2)oc1NC(=O)c1ccccc1	19	6	-6	-3	3	-2	8.8	-3	7
Cc1ccc(C(=O)NCC(=O)NC23CC4CC(CC(C4)C2)C3)cc1	-26	1	-8	6	1	2	1.0	-3	-3
CC1(c2ccccc2Cl)NC(=O)N(CC(=O)NC(=O)NCc2ccco2)C1=O (configuration not stated)	-7	1	-5	2	1	11	-1.4	-11	2
Cc1cccc(NC(=O)CN2C(=O)S/C(=C\C(=O)Nc3ccc(Cl)cc3)C2=O)c1	-12	1	1	2	17	-1	6.4	0	4
COCCNC(=O)COc1ccccc1C	-37	0	1	-3	-1	3	2.8	0	0
COc1cccc(-c2nn(-c3ccccc3)cc2CO)c1	-8	6	-6	0	-1	-19	-0.3	-4	9
O=C(c1ccc([N+](=O)[O-])cc1)N1CCN(C(=O)C2CCCCC2)CC1	1	0	5	0	-1	-5	-1.3	-4	8
COc1ccc(S(=O)(=O)Nc2ccccc2C(=O)N2CCOCC2)cc1C	2	2	-12	-2	-1	-1	-0.6	-2	13
CN1CCN(c2ccccc2NC(=O)c2ccc([N+](=O)[O-])o2)CC1	-16	0	2	1	2	-1	0.4	-9	0
